T cell HTS: modulators of CD8 T cell-vesicle binding, primary screen, mouse 2C CD8+ T cells, flow cytometry; 2C CD8+ T cell-vesicle binding; stronger effect = lower value; calls only at 7 µM; 330,000 compounds, 0.068% hits; AID 2052, 2009;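 active = response, share of CD8 T cells binding vesicles, and their 90th percentile fluorescence all below set limits, cut at about 80% in these data, passing the limit was not always enough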
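material = purified 2C TCR transgenic mouse naive CD8+ T cells | controls = Unloaded micro-vesicles (low), QL9 vesicles with 0.7% DMSO (high) | detection = cytometric PE anti-B7-1 and Alexa647 anti-CD8 signals after 1% paraformaldehyde fixation | incubation = binding step 1.5 h, 37 °C, antibody labelling 20 min, ice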
Myeloid diff MLP: induction of myeloid progenitor differentiation, primary screen, cell-based, flow cytometry, MLPCN library. ER-HoxA9 myeloid progenitors, lysozyme-GFP differentiation. calls only at 10 µM. 360,000 compounds, 1% hits. AID 624256, 2012;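 active = normalized GFP-positive differentiation at or above the plate's own cutoff, the solvent-only control mean plus 3 SD; inconclusive = no clear call, values can overlap the other calls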;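 note: cells exposed to compound for four days before flow analysis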
T cell HTS vesicle-bound %: second read-out of T cell HTS, no call of its own (marks repeat the call); double positive events, %; measured here: CD8+ vesicle-bound cell fraction;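 binding gate set so that unloaded-vesicle control wells show 10% double positive cells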
Myeloid diff MLP GFP+ MAC1+ %: second read-out of Myeloid diff MLP, no call of its own (marks repeat the call); GFP+ MAC1+ double positive, %; measured here: differentiation confirmed by MAC1 staining
The depositor's hits bear a star; i = inactive; ? = inconclusive; · = no result given. This is a subset (hit frequency here may not be typical).

#	Molecule	T cell HTS	T cell HTS vesicle-bound %	Myeloid diff MLP	Myeloid diff MLP GFP+ MAC1+ %
1	CC1CCN(C(=O)c2ncn(Cc3ccccc3)c2C(=O)N2CCC(C)CC2)CC1	i	21.1	i	2.0
2	CCOC(=O)c1c(NC(=O)COC(=O)CCOc2ccc(C)cc2)sc(C(=O)N(C)C)c1C	i	52.4	i	0.8
3	Cc1ccc(N(CCC#N)C(=O)COC(=O)C2CCN(c3ccc(C(F)(F)F)cn3)CC2)cc1	i	15.3	i	0.8
4	Cc1ccccc1-n1c(-c2ccc(Br)o2)n[nH]c1=S	i	34.3	i	0.5
5	CN(C)CC/C=C1\c2ccccc2CSc2ccccc21	i	29.1	i	2.7
6	Cc1cccc2cc3ccccc3nc12	i	24.8	i	0.2
7	COc1cc2c(cc1OC)CN(C(=O)CSc1ccccc1C)CC2	i	31.1	i	0.9
8	Nc1ncn([C@H]2C[C@H](O)[C@@H](CO)O2)c(=O)n1	i	31.3	?	·
9	O=C1CCCN1C(=O)COc1cc(F)ccc1[N+](=O)[O-]	i	42.6	i	0.7
10	CC(=O)N/C(=C\c1ccccc1)C(=O)OC(C)C(=O)c1ccccc1 (configuration not stated)	i	35.8	i	0.6
11	Cc1ccc2sc(N(CCCN(C)C)C(=O)c3ccc(S(=O)(=O)N(C)C4CCCCC4)cc3)nc2c1C	i	24.4	i	0.8
12	C[C@@H]1COC(=O)[C@H](Cc2ccc(F)cc2)CC/C=C/C[C@@H](CC(=O)N[C@H](CO)Cc2ccccc2)C(=O)N1	i	20.5	i	1.6
13	Cc1ccccc1NC(=O)COC(=O)[C@@H]1CCCN1C(=O)c1cccs1	i	6.0	i	0.9
14	COc1ccc(NC(C)=O)cc1S(=O)(=O)Nc1cccc(S(=O)(=O)NC2=NCCC2)c1	i	41.5	i	0.5
15	CC(C)CC1NC(=O)N(CC(=O)N(C)C2CCCCC2)C1=O (configuration not stated)	i	14.6	i	0.6
16	Cc1cc(OCC(=O)OCC(=O)N(C)c2c(N)n(Cc3ccccc3)c(=O)[nH]c2=O)ccc1Cl	i	38.4	i	0.9
17	O=C(c1cccc(S(=O)(=O)N2CCN(c3ccc(F)cc3)CC2)c1)N1CCCC1	i	27.0	i	0.9
18	C=CCN(c1ccccc1)S(=O)(=O)c1cccc(C(=O)Nc2ncccc2O)c1	i	13.8	i	0.7
19	O=C(Nc1ccc(Cl)c(S(=O)(=O)N2CCOCC2)c1)c1cc2ccccc2oc1=O	i	32.2	i	0.5
20	C[C@H](CO)N1C[C@H](C)[C@@H](CN(C)Cc2ccc(-c3ccccc3)cc2)Oc2c(NC(=O)Nc3ccc(C(F)(F)F)cc3)cccc2C1=O	i	16.6	i	1.6
21	CC1CCCC(NC(=O)COC(=O)c2cc(S(=O)(=O)N3CCOCC3)ccc2F)C1C (configuration not stated)	i	36.7	i	0.4
22	O=C(COC(=O)c1ccc(Br)c(S(=O)(=O)N2CCOCC2)c1)NC1CC1	i	47.7	i	0.9
23	CC(=O)Nc1cccc(C(=O)OCc2csc(CC(=O)Nc3ccccc3C)n2)c1	i	35.5	i	1.0
24	CC(C)NC(=O)Nc1cccc2c1O[C@H](CN(C)C(=O)Nc1ccccc1)[C@@H](C)CN([C@H](C)CO)C2=O	i	11.9	i	1.4
25	Cc1onc(-c2ccccc2Cl)c1C(=O)OCC(=O)N1CCC(C)CC1	i	9.1	i	0.3

A draw from above in order of SMILES length, lowest first.
#	Molecule	T cell HTS	T cell HTS vesicle-bound %	Myeloid diff MLP	Myeloid diff MLP GFP+ MAC1+ %
25	Cc1onc(-c2ccccc2Cl)c1C(=O)OCC(=O)N1CCC(C)CC1	i	9.1	i	0.3
18	C=CCN(c1ccccc1)S(=O)(=O)c1cccc(C(=O)Nc2ncccc2O)c1	i	13.8	i	0.7
17	O=C(c1cccc(S(=O)(=O)N2CCN(c3ccc(F)cc3)CC2)c1)N1CCCC1	i	27.0	i	0.9
14	COc1ccc(NC(C)=O)cc1S(=O)(=O)Nc1cccc(S(=O)(=O)NC2=NCCC2)c1	i	41.5	i	0.5
12	C[C@@H]1COC(=O)[C@H](Cc2ccc(F)cc2)CC/C=C/C[C@@H](CC(=O)N[C@H](CO)Cc2ccccc2)C(=O)N1	i	20.5	i	1.6

Further compounds follow:
#	Molecule	T cell HTS	T cell HTS vesicle-bound %	Myeloid diff MLP	Myeloid diff MLP GFP+ MAC1+ %
26	Cc1n[nH]c(C)c1S(=O)(=O)N1CCCC(C(=O)O)C1 (configuration not stated)	i	23.5	i	0.6
27	CC(OC(=O)/C=C/c1ccccc1)C(=O)Nc1cccc(C#N)c1 (configuration not stated)	i	40.1	i	0.4
28	Cc1ccc(S(=O)(=O)N2CCN(C(=O)C3CC(=O)N(c4ccc5c(c4)OCCO5)C3)CC2)cc1 (configuration not stated)	i	24.0	i	0.9
29	O=C(CCl)Nc1ncc(S(=O)(=O)c2ccc([N+](=O)[O-])cc2)s1	i	48.7	i	2.0
30	CCCCN(C(=O)COC(=O)c1nc2nc(C)cc(C)n2n1)C1CCS(=O)(=O)C1 (configuration not stated)	i	31.2	i	0.9
31	CCN(CC)c1ccc(S(=O)(=O)N2CCOCC2)cc1NC(=O)COC(=O)/C=C/c1ccc(C)o1	i	24.7	i	0.1
32	CC(=O)Nc1ccc(S(=O)(=O)Nc2ccc3nc(C)sc3c2)cc1	i	48.6	i	1.7
33	CCc1ccc(NC(=O)C(=O)NCC2CCCN2S(=O)(=O)c2ccccc2)cc1 (configuration not stated)	i	9.6	i	1.2
34	CCCCCCCN1CCN=C1Nc1ccccc1	i	41.4	i	0.7
35	Oc1ccc(C[C@@H]2CNCCN2CCCCC2CCCCC2)cc1	i	38.5	i	1.0
36	COc1ccccc1NS(=O)(=O)c1ccc(C(=O)NCCCN2CCCC2=O)cc1	i	31.1	i	0.3
37	O=C(CCNC(=O)c1ccc(Cl)cc1)NC1CCCCCC1	i	34.4	i	0.5
38	COc1ccc2oc(C(=O)NC3(C)CCS(=O)(=O)C3)c(C)c2c1 (configuration not stated)	i	11.4	i	0.8
39	Cc1cccc(NC(=O)CSCC(=O)OCc2ccccn2)c1	i	58.4	i	1.0
40	CN(CC(=O)Nc1cccc2ccccc12)C(=O)c1ccc(NC(=O)CC#N)cc1	i	35.6	i	1.0
41	COc1cccc(C(c2c(NC(=O)c3ccco3)sc(C)c2C)N2CCOCC2)c1 (configuration not stated)	i	37.7	i	1.2
42	N#Cc1ccc(CSc2nnc(NC(=O)CCc3nc4ccccc4c(=O)[nH]3)s2)cc1	i	56.6	i	1.1
43	CN(C)C(=O)c1ccc(NC(=O)COC(=O)c2cc3c(s2)CCCCC3)cc1	i	18.5	i	0.4
44	CC(=O)c1cccc(NC(=O)COC(=O)Cn2cnc3ccccc32)c1	i	50.6	i	1.1
45	COc1ccc(N2CCN(C(=O)COC(=O)CCc3ccccc3)CC2)cc1	i	16.1	i	0.8
46	COc1ccc(C(=O)NC(=O)COC(=O)c2ccc(C)o2)cc1	i	47.8	i	0.3
47	O=C(CCNS(=O)(=O)c1ccccc1F)N1CCN(C/C=C/c2ccccc2)CC1	i	52.1	i	1.3
48	CCOc1ccc(S(=O)(=O)NN=C(C)c2cccnc2)cc1	i	24.4	i	0.6
49	Cc1ccc(CN(C)C(=O)CCNS(=O)(=O)c2ccccc2)o1	i	38.8	i	0.6
50	Cc1ccc(NC(=O)CN2C(=O)NC(C)(C3CC3)C2=O)cc1S(=O)(=O)N1CCCCC1 (configuration not stated)	i	31.2	i	1.3

Other records follow:
#	Molecule	T cell HTS	T cell HTS vesicle-bound %	Myeloid diff MLP	Myeloid diff MLP GFP+ MAC1+ %
51	COc1ccc(C(=O)NC(C(=O)OCC(=O)Nc2sccc2C(N)=O)C(C)C)cc1 (configuration not stated)	i	32.4	i	1.2
52	COc1ccc(C(=O)NCCS(=O)(=O)NC(C)c2ccccc2)cc1 (configuration not stated)	i	43.0	i	0.5
53	CCN(C(=O)COC(=O)c1nccnc1N)c1cccc2ccccc12	i	41.1	i	1.4
54	O=C(Cn1cnc2ccccc21)OCC(=O)N1CCCCC1	i	46.5	i	0.8
55	COc1ccc(CN2CC(=O)N3[C@H]4c5ccccc5OC[C@@H]4[C@H](c4ccccc4)[C@]3(C)C2=O)cc1	i	43.5	i	1.2
56	CCCCn1c(N)c(N(CC(C)C)C(=O)c2cc3c(s2)CCCCC3)c(=O)[nH]c1=O	i	15.0	i	1.1
57	N#C/C(N=Nc1ccccc1O)=N\Nc1ccccc1O	i	21.3	i	1.8
58	COc1ccc(-c2c(-c3cc(OC)cc(OC)c3)sc3ccc(OC)cc23)cc1	i	50.7	i	1.5
59	N#CCC(=O)Nc1ccc(C(=O)OCC(=O)NC(=O)NCc2ccco2)cc1	i	29.3	i	3.6
60	CC(=O)c1ccc(OCC(=O)NC2CCCCCC2)cc1	i	34.4	i	0.4
61	NS(=O)(=O)c1cc(C(=O)OCC(=O)Nc2ccc3[nH]c(=O)[nH]c3c2)ccc1Cl	i	33.1	i	0.9
62	O=C(CCCOC(=O)c1ccc(O)cc1O)c1ccc(F)cc1	i	56.2	i	1.2
63	CCOc1ccccc1OCCC(=O)OCC(=O)Nc1c(C)nn(-c2ccccc2)c1C	i	32.5	i	0.5
64	Cc1ccc(Cl)c(NC(=O)COC(=O)c2nn(-c3ccccc3)cc2O)c1Cl	i	49.5	i	1.0
65	Cc1ccc(NC(=O)c2cccnc2)cc1S(=O)(=O)N1CCOCC1	i	39.9	i	0.2
66	COC(=O)c1sc(S(=O)(=O)NC(Cc2ccccc2)C(=O)O)c(C(=O)OC)c1C (configuration not stated)	i	18.7	i	1.0
67	Cc1ccc(NC(=O)C2CSC3(C)CCC(=O)N23)cc1S(=O)(=O)N1CCCCCC1 (configuration not stated)	i	22.2	i	0.9
68	COc1ccc(OCC(=O)N2CCN(S(=O)(=O)c3ccc(Cl)s3)CC2)cc1	i	20.8	i	0.6
69	N#CCC(=O)Nc1ccc(C(=O)OCC(=O)NNC(=O)c2ccc(Cl)cc2)cc1	i	44.5	i	0.7
70	CC(=NNC(=O)c1ccc(NS(=O)(=O)c2ccc(Br)cc2)cc1)c1cccnc1	i	42.5	i	0.5
71	Cc1ccc(S(=O)(=O)Nc2ccc(C(=O)NCCCn3ccnc3)cc2)cc1[N+](=O)[O-]	i	36.8	i	0.7
72	C#CCOCCOCCOCCNc1nc(N2CCOCC2)nc(N2CCN(C(=O)[C@H](CO)n3cc([C@@H](N)C(C)C)nn3)CC2)n1	i	11.0	i	1.8
73	Cc1cc(C)n2nc(C(=O)Nc3ccc4c(c3)OCCO4)nc2n1	i	37.5	i	0.3
74	Cc1noc(C)c1C(=O)Nc1ccccc1N1CCOCC1	i	38.3	i	1.2
75	CC(OC(=O)c1ccc2ccccc2c1)C(=O)N(C)Cc1ccccc1 (configuration not stated)	i	36.6	i	0.6

Later entries
#	Molecule	T cell HTS	T cell HTS vesicle-bound %	Myeloid diff MLP	Myeloid diff MLP GFP+ MAC1+ %
76	C[C@H](CO)N1C[C@H](C)[C@@H](CN(C)S(=O)(=O)c2cccs2)Oc2c(NC(=O)Cc3ccccc3)cccc2C1=O	i	15.3	i	1.1
77	CC(NC(=O)C1CCN(C(=O)Nc2ccccc2)CC1)c1ccccc1Cl (configuration not stated)	i	34.8	i	0.2
78	COC(=O)c1c(NC(=O)CSc2nccn2C)sc(C)c1C	i	32.0	?	·
79	COc1ccccc1CN(C)C(=O)CN1CCN(S(=O)(=O)c2ccc3c(c2)OCCCO3)CC1	i	34.1	i	1.3
80	COc1ccc(-c2sc3ccccc3c2-c2ccc(O)cc2)cc1	i	8.4	i	0.6
81	CN(Cc1ccccc1)C(=O)c1nc[nH]c1C(=O)N1CCN(C(=O)OC(C)(C)C)CC1	i	56.1	i	0.7
82	COc1ccccc1C(=O)NC(=O)COC(=O)C1CC1C (configuration not stated)	i	35.3	i	1.8
83	CCCC[C@@H]1CNCCN1CC1(c2ccccc2)CC1	i	30.7	i	0.9
84	CC(NC(=O)c1cccc(S(=O)(=O)N(C)c2ccccc2)c1)c1cccnc1 (configuration not stated)	i	50.3	i	2.0
85	Cc1cccc(C)c1NC(=O)CNC(=O)C1CCCC1	i	7.4	i	0.9
86	CCc1ccccc1NC(=O)CNC(=O)CNC(=O)c1cccs1	i	45.2	i	0.8
87	COc1ccc([C@@H]2CC=C(C(=O)O)[C@H](c3ccc(Cl)cc3)N2S(=O)(=O)c2ccc(C)cc2)cc1OC	i	15.0	i	1.5
88	O=C(CN1CCN(C(=O)c2ccco2)CC1)Nc1cccc(S(=O)(=O)N2CCCC2)c1	i	41.3	i	0.1
89	COc1cc(OC)c(C(=O)OCC(=O)Nc2nnc(-c3ccccc3)o2)cc1OC	i	35.2	i	1.5
90	COCCN(CC(=O)Nc1cccc(C)c1C)C(=O)Cn1c(=O)cnc2ccccc21	i	27.4	i	0.4

Screening results (PubChem BioAssay)
